# Peg3 promoter = inhibitors of Peg3 promoter. HeLa PEG-Prom luciferase reporter, luminescence, overnight. inhibition, % at 20 µM. 360,000 compounds, 1.7% hits;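 active = inhibition of at least 50% at 20 µM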
# iPSC survival up = enhancers of human iPSC single-cell survival; hiPSC single-cell survival, ATPlite luminescence; 100% = ROCK inhibitor wells, 0% = DMSO; survival enhancement, % at 20 µM; 360,000 compounds, 0.044% hits; AID 602274; in the data active = survival enhancement above about 18%;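 also: cells exposed to compounds for 16 hours before the ATP read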
# NR2E3 ag-1 = activates human photoreceptor nuclear receptor NR2E3; 320,000 compounds, 0.12% hits; GST-NR2E3/biotin-RetCOR TR-FRET, 1536-well; AID 2300; Q9Y5X4; inhibition of corepressor binding, % at 4.78 µM;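 active = percent inhibition above the cutoff of mean plus 3 SD of all tested compounds, set per screening campaign, cut at about 20% in these data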;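 also: 0% = DMSO wells and 100% = biotin wells as full block of FRET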
# Target sequence (Q9Y5X4 whole entry, looked up): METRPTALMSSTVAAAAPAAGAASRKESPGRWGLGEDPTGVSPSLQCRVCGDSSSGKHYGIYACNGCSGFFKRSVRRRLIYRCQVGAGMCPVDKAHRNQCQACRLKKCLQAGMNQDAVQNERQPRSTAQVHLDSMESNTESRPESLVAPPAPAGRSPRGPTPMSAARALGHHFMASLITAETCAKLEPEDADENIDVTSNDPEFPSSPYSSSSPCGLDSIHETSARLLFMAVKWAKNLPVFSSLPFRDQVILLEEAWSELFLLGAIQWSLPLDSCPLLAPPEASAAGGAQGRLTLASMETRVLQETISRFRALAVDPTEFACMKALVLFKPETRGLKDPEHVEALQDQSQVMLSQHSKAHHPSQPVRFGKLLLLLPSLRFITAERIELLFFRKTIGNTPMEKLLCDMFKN
#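 Material: NR2E3–RetCOR corepressor complex / Amount: 1.35 nM GST-NR2E3 / Medium: Tris pH 7.5 / Compound: single nominal compound dose of 4.8 µM / Incubation: 5 h at 4 °C / Technique: TR-FRET, Eu(K)-anti-GST donor, streptavidin-D2 acceptor, ex 340, em 617/671 nm / Read-out basis: percent loss of FRET ratio relative to control wells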
# Shn3 inh set2 = inhibitors of Schnurri-3 3'UTR reporter in osteoblasts. Clone20 osteoblast Shn3 3'UTR firefly luciferase, 24 h. inhibition, % at 12.5 µM. 360,000 compounds, 0.52% hits;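 active = mean inhibition of at least 75% with every replicate also reaching 75%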;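 also: 0% = median of neutral control wells and 100% = pilot-screen positive control compound; some compounds past the cut are filed as inactive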
# CaV13 FRET inh = Primary screen for inhibitors of IQ motif and Ca2+-dependent inactivation inhibitor domain binding in CACNA1D, Förster resonance energy transfer in living cells, … | HEK cells, CFP/YFP FRET ICDI-IQ, plate reader, 10 min; percent FRET-ratio fall versus neutral wells | inhibition, % at 12.3 µM | 340,000 compounds, 0.098% hits;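 active = mean replicate inhibition of at least 30% and at least 1% of replicates passing that level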;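 also: 0% = median of the neutral control wells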
# Cardio protect = protects H9c2 cardiomyocytes from peroxide injury. H2O2 injury protection, ATPLite, 2 h. 360,000 compounds, 0.63% hits. protection from H2O2 cell death, % at 20 µM;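 active = compounds giving at least 50% protection of heart cells from peroxide-induced death in the single-dose screen, raw or plate-pattern-corrected value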;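 also: 0% = DMSO wells with peroxide and 100% = DMSO wells without peroxide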
# m5-HT2A agonist = agonists of mouse serotonin 5-HT2A receptor (HTR2A); P35363; CHO-K1 mHTR2A beta-arrestin complementation, luminescence; percent of 30 µM serotonin response; activation, % at 7.6 µM; 360,000 compounds, 0.66% hits;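 active = activation above a run cutoff, the mean activation of all tested compounds plus 3 SD, cut at about 14% in these data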;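 also: 0% = plate median of compound wells and 100% = 30 µM serotonin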
# Target sequence (P35363 whole entry, looked up): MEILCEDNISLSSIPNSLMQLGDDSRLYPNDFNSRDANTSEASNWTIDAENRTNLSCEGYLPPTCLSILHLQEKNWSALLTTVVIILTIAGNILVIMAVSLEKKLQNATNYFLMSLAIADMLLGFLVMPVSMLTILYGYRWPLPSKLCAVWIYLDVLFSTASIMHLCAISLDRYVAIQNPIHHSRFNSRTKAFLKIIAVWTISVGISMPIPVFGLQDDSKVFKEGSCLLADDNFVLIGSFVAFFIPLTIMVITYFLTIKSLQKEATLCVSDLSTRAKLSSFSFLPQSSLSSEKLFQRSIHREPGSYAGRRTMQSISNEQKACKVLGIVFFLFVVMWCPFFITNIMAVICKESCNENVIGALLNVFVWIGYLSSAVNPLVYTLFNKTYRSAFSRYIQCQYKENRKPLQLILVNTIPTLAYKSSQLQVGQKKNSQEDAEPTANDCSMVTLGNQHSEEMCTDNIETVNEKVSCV
# TRPM1 prom inh = MITF TRPM1 promoter inhibition in SK-MEL-5 cells. inhibition, % at 12.5 µM. 330,000 compounds, 0.83% hits. SK-MEL-5 TRPM1 promoter luciferase, 24 h;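 active = mean inhibition across replicates of 60% or more, whatever share of single replicates reaches that level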; also: values of inactives mirror those of a sister screen read the other way
# HIF-2a block = HIF-2a inhibition; 786-0 RCC cells HIF-2a reporter, luciferase luminescence, overnight; inhibition, % at 18.8 µM; 360,000 compounds, 0.72% hits; AID 624352;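 active = inhibition of the luminescence signal of 40% or more relative to plate controls, in a single-dose primary screen at 18.75 µM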
# NR2E3 ag-2 = activates human NR2E3 receptor. Q9Y5X4. CHO-S Gal4-NCOR/VP16-NR2E3 two-hybrid, luciferase. inhibition of corepressor binding, % at 3.98 µM. 360,000 compounds, 0.35% hits. AID 602229;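 active = inhibition above the mean of all tested compounds plus 3 SD, cut at about 70% in these data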;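 also: 0% = DMSO with NR2E3 transfected cells and 100% = cells lacking NR2E3 construct; higher means lower luciferase signal from less NR2E3 corepressor binding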
# PDI turbidity = blocks human protein disulfide isomerase activity. PDI insulin aggregation turbidity, A650, 90 min. P07237. AID 588391. inhibition, % at 10 µM. 350,000 compounds, 0.052% hits;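 active = mean inhibition across replicates of 30% or more, whatever share of single replicates reach that level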;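 also: absorbance from insulin aggregation driven by PDI reduction with DTT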
# Numbers without * were called inactive; x = not tested or not shown. An unsorted share of the library; any-hit rate near 3.9%.
no.	mol	Peg3 promoter	iPSC survival up	NR2E3 ag-1	Shn3 inh set2	CaV13 FRET inh	Cardio protect	m5-HT2A agonist	TRPM1 prom inh	HIF-2a block	NR2E3 ag-2	PDI turbidity
1	Cc1cccc(NC(=S)N2CCN(S(=O)(=O)c3cccc(F)c3)CC2)c1	5.3	1.9	-1.8	16.1	3.3	-3.5	0.7	-9.0	15.4	1.3	12.7
2	O=C(CSc1nnc(-c2cccnc2)n1Cc1ccco1)c1ccc(Cl)c(Cl)c1	19.5	-0.8	9.7	12.3	-3.8	3.0	-0.4	3.3	13.6	-4.3	7.1
3	COCCNC(=O)c1ccc2c3n(nc2c1)-c1ccccc1CO3	-266.6	-3.7	-4.5	-64.5	-4.6	-15.3	3.0	-71.5	-210.3	-88.1	3.1
4	S=c1[nH]nc(-c2ccc(Br)cc2)n1Cc1ccccc1	19.4	-2.1	-1.5	-13.3	-5.2	-7.1	2.3	10.5	19.3	2.2	7.9
5	CN(C)/N=C/c1cn(-c2ccccc2)nc1-c1cccnc1	-12.1	0.1	-1.1	11.7	-3.5	16.5	-5.0	-6.3	-10.1	-2.8	6.6
6	CS(=O)(=O)Nc1ccccc1-c1ccc2nccn2c1	1.5	0.1	x	-7.7	-5.5	-0.2	-0.7	x	5.0	-2.1	0.5
7	Cc1ccc(S(=O)(=O)N(Cc2cc3cccc(C)c3[nH]c2=O)c2ccccc2)cc1	26.5	-1.6	2.3	-1.6	-14.9	3.6	5.4	22.7	-71.8	-23.7	-19.0
8	COc1ccc(C(=O)N2CCCCC2c2cc(C(=O)Nc3ccc(OC)cc3C)no2)cc1 (stereo not drawn)	17.7	3.7	x	2.8	-5.0	5.5	-2.8	x	0.6	-9.5	-7.1
9	CC1=C(C(=O)N(C)C)CC(CC(=O)NCc2cccs2)C(=O)N1Cc1ccccc1 (stereo not drawn)	-8.4	-2.0	x	-13.4	-4.5	-15.3	1.4	x	3.1	-11.5	-12.1
10	O=S(=O)(c1ccc(Br)s1)N1CCN(c2ncccn2)CC1	20.1	1.6	-4.5	-1.1	-8.2	-2.1	2.0	4.5	27.8	11.4	9.2
11	CN(CC(O)CON=C1c2ccccc2-c2ccccc21)S(=O)(=O)c1ccc(Br)cc1 (stereo not drawn)	25.9	4.0	-1.2	16.6	-2.6	-18.1	10.8	-6.6	-43.6	2.8	-1.2
12	CNC(=S)Nc1cccc(C(=O)OC)c1	-125.3	0.7	0.4	-1.9	-21.5	-3.7	2.1	4.1	-193.4	-104.1	-4.7
13	COc1ccc(CNC(=O)CCn2cccc2)cc1	4.8	7.1	2.7	-39.3	-5.1	0.5	0.7	-0.8	1.9	-11.7	-3.5
14	CC(=O)Nc1ccccc1NC(=O)C(F)(F)F	15.2	3.0	-1.6	7.6	-5.5	-0.1	-0.6	-10.9	6.4	2.9	-4.0
15	CCn1cc(C(=O)O)c(=O)c2cc(F)c(N3CCN(C(=S)NC(=O)c4ccccc4C)CC3)cc21	1.8	1.2	-4.9	-6.6	7.8	19.6	2.0	-12.2	21.9	5.1	-3.7
16	Cc1ccc(OCc2ccc(C(=O)NCC3CCCO3)cc2)cc1C (stereo not drawn)	-80.2	0.2	0.4	-18.3	-2.6	-16.4	-7.3	-10.7	-87.2	-69.8	-0.9
17	NC12CC3CC(C1)CC(O)(C3)C2	-3.6	4.9	0.8	-29.3	x	9.0	3.0	7.6	12.7	-5.5	2.1
18	CCn1cc(C(=O)NCC(OC)OC)c(=O)c2cc(S(=O)(=O)N3CCCC3)ccc21	7.9	0.4	2.4	-2.7	-2.4	10.0	7.3	7.5	11.5	-25.6	-2.2
19	N#CC(=C(O)COC(=O)c1ccc2c(c1)OCCO2)c1nc2ccccc2[nH]1	-11.4	2.7	x	84.9	-5.0	-0.5	2.9	-8.3	-12.0	-9.6	-5.6
20	COc1ccc(CCNC(=O)CCNC(=O)c2ccc(Br)cc2)cc1OC	11.0	-2.7	-1.5	-18.9	-17.8	-1.4	-2.7	13.0	9.0	1.7	8.4
21	COc1ccc(NC(=S)N/N=C/c2cccn2Cc2ccccc2F)cc1	-3.3	0.1	-2.0	-10.2	-1.9	-7.5	0.6	6.4	-20.3	-29.1	-3.6
22	COc1cc(CN2CCN(c3ccccc3F)CC2)cc(OC)c1O	6.3	-1.6	2.3	13.1	-9.0	-1.8	16.0*	-1.1	1.2	-16.6	2.8
23	Cc1ccccc1-c1cnc(C(O)c2ccc(Cl)cc2)[nH]1 (stereo not drawn)	-55.6	-2.1	x	-13.0	-10.4	-5.0	-9.0	x	-117.1	-36.5	-5.1
24	Nc1ccc(C(=O)Nc2ccccc2C(=O)O)cc1	8.8	-1.6	0.6	-11.9	-5.4	-3.5	7.5	-1.7	-9.4	-9.5	2.5
25	O=C(CCCCn1c(=O)c2ccccc2n(CC(=O)Nc2cccc(F)c2)c1=O)NCc1ccco1	17.7	-1.9	-2.0	-2.9	-2.3	3.4	1.9	-8.9	12.7	-25.9	-3.6
26	CC(C)CN(CC(C)C)c1nc(N)c(C#N)c(CC#N)c1C#N	24.6	0.8	2.7	21.0	-5.6	-4.7	6.5	-4.7	4.6	6.4	-2.8
27	CCOC(=O)C1=C(COC(=O)CCNS(=O)(=O)c2ccc(NC(C)=O)cc2)NC(=O)NC1C (stereo not drawn)	-7.7	-0.5	4.0	-12.7	-4.3	-1.6	3.5	-0.6	5.5	3.2	-0.8
28	O=C(COc1cccc2c1CCN(Cc1ccccc1)C2=O)N1CCCCC1	10.3	0.3	1.4	17.4	-6.3	-0.6	0.5	-0.8	7.2	-4.3	-8.1
29	COc1ccccc1NC(=O)CCC(=O)OCC(=O)c1ccc(C)c([N+](=O)[O-])c1	8.4	-0.1	4.8	-14.4	-7.4	3.0	5.6	-16.5	17.5	-15.0	9.4
30	Cc1ccc(CNC(=O)CN(C(=O)C2(C)CC(=O)N=C3C=CC=CN32)c2cccc(C)c2C)cc1 (stereo not drawn)	16.5	0.1	-0.7	-16.4	-7.4	-3.5	-0.8	5.6	5.8	-3.7	-17.2
31	CCCCN1C(=S)NC[C@@H]1Cc1cccc2ccccc12	-93.4	-2.7	-3.6	-8.8	-10.1	-9.7	-3.5	-32.3	-142.5	-44.0	-1.9
32	CC(C)c1ccc(CC(=O)N2CCC2(C)C(=O)NS(=O)(=O)c2cccc(OC(F)F)c2)cc1 (stereo not drawn)	10.2	-1.3	x	-11.6	-6.0	2.0	4.4	x	4.5	-4.6	2.2
33	COc1ccc(N(CC(=O)NCCSc2ccccn2)S(C)(=O)=O)cc1	-7.3	-1.3	1.1	-5.4	-8.6	-1.5	-2.0	-5.0	4.1	-0.8	0.4
34	O=C(/C=C/c1ccc(Cl)cc1)Nc1ccc(N2CCCCC2)cc1	5.4	5.6	7.0	-1.0	-5.7	-2.6	3.4	3.8	-20.3	-19.0	1.6
35	NC(=O)CN1CCOCCOCCN(CC(N)=O)CCOCC1	-4.7	0.2	-4.1	-2.3	x	-0.2	-0.6	-2.4	-0.5	-17.6	1.6
36	COC(=O)CCC(=O)Nc1nc(-c2ccccc2)cs1	-47.8	-2.9	1.1	-3.8	-6.9	0.3	9.9	-20.8	-97.2	-16.9	-3.9
37	CC(=O)c1cccc(S(=O)(=O)NCCC(=O)NC2CCCCCC2)c1	22.1	-2.5	3.1	-20.8	-4.5	1.5	-1.8	2.7	3.4	9.3	-8.3
38	C/C(=N/NS(=O)(=O)c1ccccc1)c1ccc(NC(=O)C(F)(F)F)cc1	-2.6	1.2	-4.0	2.0	-3.0	-3.4	1.2	-4.1	13.1	-12.4	2.2
39	Cc1cc(/C=C2/SC(=O)N(CC(=O)N3CCCC3)C2=O)c(C)n1C	-24.2	0.0	1.6	-13.2	-4.4	-1.9	-4.8	-8.9	-18.7	-6.4	-1.7
40	Cc1ccc(-c2ccc(/C=C(\C#N)C(N)=S)n2C)cc1	-78.6	1.4	-0.3	-23.5	9.9	-4.1	-9.2	-54.9	-145.9	-37.6	-5.5
41	Cc1noc(NS(=O)(=O)c2ccc(NC(=O)c3ccc(Cl)c(S(=O)(=O)N(C)c4ccccc4)c3)cc2)c1C	4.3	0.1	x	-1.0	x	-2.8	-4.1	1.5	17.9	-2.1	-0.8
42	O=S(=O)(NCC1OCCc2ccccc21)c1ccccc1 (stereo not drawn)	-0.2	-0.7	-0.1	-3.7	-10.8	-5.6	-1.9	6.3	6.3	-7.5	-14.9

# Grouped by structure: those above containing an aryl methoxy group.
no.	mol	Peg3 promoter	iPSC survival up	NR2E3 ag-1	Shn3 inh set2	CaV13 FRET inh	Cardio protect	m5-HT2A agonist	TRPM1 prom inh	HIF-2a block	NR2E3 ag-2	PDI turbidity
8	COc1ccc(C(=O)N2CCCCC2c2cc(C(=O)Nc3ccc(OC)cc3C)no2)cc1 (stereo not drawn)	17.7	3.7	x	2.8	-5.0	5.5	-2.8	x	0.6	-9.5	-7.1
13	COc1ccc(CNC(=O)CCn2cccc2)cc1	4.8	7.1	2.7	-39.3	-5.1	0.5	0.7	-0.8	1.9	-11.7	-3.5
20	COc1ccc(CCNC(=O)CCNC(=O)c2ccc(Br)cc2)cc1OC	11.0	-2.7	-1.5	-18.9	-17.8	-1.4	-2.7	13.0	9.0	1.7	8.4
21	COc1ccc(NC(=S)N/N=C/c2cccn2Cc2ccccc2F)cc1	-3.3	0.1	-2.0	-10.2	-1.9	-7.5	0.6	6.4	-20.3	-29.1	-3.6
22	COc1cc(CN2CCN(c3ccccc3F)CC2)cc(OC)c1O	6.3	-1.6	2.3	13.1	-9.0	-1.8	16.0*	-1.1	1.2	-16.6	2.8
29	COc1ccccc1NC(=O)CCC(=O)OCC(=O)c1ccc(C)c([N+](=O)[O-])c1	8.4	-0.1	4.8	-14.4	-7.4	3.0	5.6	-16.5	17.5	-15.0	9.4
33	COc1ccc(N(CC(=O)NCCSc2ccccn2)S(C)(=O)=O)cc1	-7.3	-1.3	1.1	-5.4	-8.6	-1.5	-2.0	-5.0	4.1	-0.8	0.4

# Source: PubChem (several laboratories)
